High-throughput results from PubChem.
FXN GAA850 act – increases GAA850 frataxin promoter reporter activity | HEK293 lucGAA850 FXN promoter luciferase reporter, 24 h; percent of 10 µM SAHA response | activation, % at 6 µM | 0.56% of 360,000 active | AID 540364;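 active = activation above the average of all compounds screened plus 3 SD, cutoff fixed separately per campaign, cut at about 7.5% in these data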;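 note: 0% = DMSO wells and 100% = 10 µM SAHA wells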
GC-A act – GC-A (human) enzyme activation; P16066; HEK293 GC-A cells, cGMP TR-FRET, EC30 ANP; 0% at EC30 ANP, 100% saturating ANP; activation, % at 10 µM; 0.14% of 370,000 active; AID 1671463; in the data active = activation above about 40%
SMARCA2 activ – increases SMARCA2 function in MMTV reporter cells; MG213 cells, MMTV-luciferase reporter, dexamethasone, overnight; activation, % at 9.1 µM; 1% of 370,000 active; AID 652017; in the data active = activation above about 7.8%;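 note: 0% = vehicle wells and 100% = reference activator wells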
ADAM17 inh – inhibitors of human ADAM17; P78536; inhibition, % at 6.95 µM; 0.83% of 370,000 active; recombinant ADAM17, EDANS/DABCYL FRET peptide cleavage;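 active = inhibition above the mean of compounds lying between control limits plus 3 SD, set per campaign, cut at about 8.5% in these data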;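 note: 0% = DMSO-only wells as the low control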
Target sequence (P78536 215-824 limits assumed): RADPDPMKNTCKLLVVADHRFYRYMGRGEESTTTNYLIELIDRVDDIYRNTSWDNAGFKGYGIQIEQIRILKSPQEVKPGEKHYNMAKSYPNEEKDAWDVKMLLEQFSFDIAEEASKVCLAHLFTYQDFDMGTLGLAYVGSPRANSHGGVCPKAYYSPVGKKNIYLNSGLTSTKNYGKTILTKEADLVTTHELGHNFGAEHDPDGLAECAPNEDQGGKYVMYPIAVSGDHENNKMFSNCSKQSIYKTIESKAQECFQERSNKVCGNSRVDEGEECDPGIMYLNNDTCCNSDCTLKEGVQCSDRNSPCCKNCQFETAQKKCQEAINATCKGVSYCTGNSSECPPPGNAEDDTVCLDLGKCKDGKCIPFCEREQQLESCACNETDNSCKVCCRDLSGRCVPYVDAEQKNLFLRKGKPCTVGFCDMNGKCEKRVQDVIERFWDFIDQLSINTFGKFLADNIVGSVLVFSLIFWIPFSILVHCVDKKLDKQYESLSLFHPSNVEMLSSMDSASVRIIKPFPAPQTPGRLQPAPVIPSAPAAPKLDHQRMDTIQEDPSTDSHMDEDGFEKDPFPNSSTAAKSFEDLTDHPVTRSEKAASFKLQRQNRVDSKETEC
hcDAF-12 act – H. contortus DAF-12 activation, primary screen; HEK293 hcDAF-12 lit1-tk-luc reporter, luminescence; 0% DMSO, 100% Δ7-dafachronic acid; activation, % at 6.8 µM; 1.4% of 370,000 active; AID 652067;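 active = activation above the mean of all tested compounds plus 3 SD, cut at about 5.5% in these data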;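 note: 100% = response to 3 µM Δ7-dafachronic acid high control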
DAX1 inh-1 – inhibitors of DAX1 repression of SF-1 activated StAR promoter; inhibition, % at 6.8 µM; HEK293T StAR-luciferase reporter, SF-1/DAX-1 repression relief; AID 652010; 1.1% of 370,000 active;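 active = inhibition above the mean over all tested compounds plus 3 SD, cut at about 3.6% in these data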;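 note: 0% = DAX-1 cells with DMSO and 100% = cells lacking DAX-1 with DMSO; higher inhibition means more luminescence from relief of DAX-1 repression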
ssDAF-12 act – activates DAF-12 receptor from parasite S. stercoralis | HEK293 ssDAF-12/GRIP1 lit1-tk-luc reporter, luminescence; % of 3 µM dafachronic acid response | activation, % at 6.8 µM | 1% of 370,000 active | AID 652126;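 active = activation above the mean over all tested compounds plus 3 SD, cut at about 0.9% in these data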;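 note: 0% = DMSO-only wells and 100% = 3 µM delta7-dafachronic acid wells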
ADAM10 inh – ADAM10 inhibition, QFRET primary screen | O14672 | recombinant ADAM10, EDANS/DABCYL FRET peptide cleavage, 3 h | AID 720582 | inhibition, % at 7 µM | 0.62% of 370,000 active;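 active = inhibition above a per-campaign cutoff equal to the mean of compounds falling between control-based bounds plus 3 SD, cut at about 20% in these data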;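 note: 0% = DMSO wells while the 100% control is not disclosed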
hgDAF-12 ag – activates the H. glycines DAF-12 receptor ligand-binding domain. HEK293 GAL4-hgDAF12 UAS-luciferase reporter, agonist luminescence; normalized to butyrate control. 1.8% of 370,000 active. activation, % at 6.8 µM;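 active = activation above a cutoff set at the mean of all screened compounds plus 3 SD, cut at about 10% in these data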;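 note: 0% = DMSO wells and 100% = sodium butyrate wells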
PG9 binder – small molecules binding HIV-1 gp120 antibody PG9; 0.43% of 360,000 active; TR-FRET gp120-PG9 antibody binding; inhibition, % at 6.7 µM; in the data active = inhibition above about 8.5%
DAX1 inh-2 – inhibitors of human orphan nuclear receptor DAX1 (NR0B1); HEK293 Gal4-DAX1 luciferase reporter, luminescence; inhibition, % at 6.75 µM; 0.99% of 340,000 active; AID 504766;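 active = inhibition above the mean over all tested compounds plus 3 SD, cut at about 4.2% in these data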;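 note: 0% = DAX1-transfected cells with DMSO and 100% = empty-vector control cells with DMSO; inhibition shows as a rise in luminescence from relieved DAX1 repression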
Target sequence (P51843 207-470 limits assumed): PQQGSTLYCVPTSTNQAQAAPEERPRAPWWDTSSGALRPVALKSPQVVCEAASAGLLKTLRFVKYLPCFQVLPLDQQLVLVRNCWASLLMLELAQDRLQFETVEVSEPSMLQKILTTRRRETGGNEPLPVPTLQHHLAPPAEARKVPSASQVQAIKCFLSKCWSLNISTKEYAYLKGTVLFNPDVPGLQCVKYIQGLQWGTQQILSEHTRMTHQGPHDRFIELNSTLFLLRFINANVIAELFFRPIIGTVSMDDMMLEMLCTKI
* = called active by the depositor; i = inactive; . = not tested or not shown.

SMILES | FXN GAA850 act | GC-A act | SMARCA2 activ | ADAM17 inh | hcDAF-12 act | DAX1 inh-1 | ssDAF-12 act | ADAM10 inh | hgDAF-12 ag | PG9 binder | DAX1 inh-2
Cc1cccc(C)c1NC(=O)COC(=O)c1ccc(N2CCCC2)c([N+](=O)[O-])c1 | 1.3 | -4 | -2 | -3 | 0.3 | -0.4 | -1.1 | 2 | -0.1 | 1.9 | 0.4
CCN(CC)CCCNc1ncnc2scc(-c3ccc(F)cc3)c12 | 2.4 | -11 | 0 | -2 | -1.1 | -0.3 | -0.6 | -1 | -0.7 | 0.7 | 0.1
C/C(Cn1nnc2ccccc21)=N\NC(=O)c1ccc(Br)cc1 | 3.0 | -2 | 3 | 4 | -0.8 | -0.1 | -1.9 | 2 | 8.9 | -3.3 | 0.2
C=CCOC(=O)C1=C(C)OC(N)=C(C#N)C1c1ccoc1 (stereo not given) | 0.9 | 3 | 0 | -10 | -2.4 | 0.4 | -1.4 | -21 | 0.2 | -2.2 | -0.5
CC(C)[C@H](NC(=O)C1CCCC1)c1nc2ccccc2[nH]1 | -2.8 | -4 | 0 | -8 | 1.6 | -0.9 | -0.9 | -5 | 0.2 | -1.1 | 1.4
CC1C(=O)N2CCCc3cc(NC(=O)C(=O)NCCc4ccccc4)cc1c32 (stereo not given) | 1.1 | 2 | -3 | -3 | -0.6 | -1.7 | -0.6 | 1 | 2.8 | -0.8 | -0.3
COCc1cc(N2CCOCC2)nc(-c2ccccc2)n1 | 1.7 | 0 | -1 | -1 | -1.4 | -0.6 | -1.5 | -7 | -1.1 | -1.7 | 1.1
O=C(N/N=C/c1ccco1)c1cc(-c2ccc(Cl)cc2)n[nH]1 | 1.6 | 24 | -1 | -2 | -1.2 | 0.8 | -2.1 | -3 | 1.5 | -2.5 | 0.4
Cc1ccc(CCNC(=O)C2CCN(C(=O)N(C)C)CC2)cc1 | 1.5 | 2 | -1 | -3 | -2.1 | 0.4 | -0.6 | -4 | 1.7 | 0.3 | 0.3
CCN1CCN(CCCOc2ccccc2-c2ccccc2)CC1 | 0.1 | -4 | 4 | -2 | 0.2 | 1.2 | -1.4 | -5 | 1.1 | 0.0 | -2.0
CC(=O)N/C(=C/c1ccc(OS(=O)(=O)c2ccc(C)cc2)cc1)C(=O)Nc1ccc(C(=O)O)cc1 | 1.3 | 5 | 1 | 0 | 0.8 | 0.2 | -1.1 | 4 | 2.9 | -3.1 | -2.0
CC(=O)N1CCc2cc(C(=O)CN3CCC(C)CC3)ccc21 | 3.4 | 0 | 0 | -3 | -0.4 | 1.0 | -1.2 | -11 | 1.9 | -0.9 | -0.5
COc1ccc(CN=CC2=C(O)CNC2=O)cc1OC | 1.4 | 3 | 3 | -1 | 0.0 | -0.4 | -1.2 | 8 | -1.2 | -1.8 | 0.8
O=C(CSCc1ccc(F)cc1)NCc1ccc(F)cc1 | 1.6 | 3 | 0 | -3 | -0.1 | 0.1 | -1.5 | 3 | -0.1 | 0.2 | 0.2
O=C(COc1ccc(Cl)cc1)N1CCN(c2cccc(C(F)(F)F)c2)CC1 | -1.2 | -6 | -1 | 14* | -1.1 | -0.4 | -0.9 | 19 | -0.6 | -1.2 | -0.7
CCOC(=O)/C(C#N)=C\c1c(OCC)n(CC)c2ccccc12 | -1.9 | 2 | -1 | 0 | -2.8 | -1.7 | -2.1 | 5 | -1.3 | -1.2 | -1.9
CC1=C(C(=O)OC(C)C)C(c2ccc(F)cc2)NC(=O)N1 (stereo not given) | -0.7 | 2 | -4 | -4 | 1.3 | 0.1 | -1.8 | 1 | 1.3 | -1.3 | -0.7
CC(=O)c1ccc(S(=O)(=O)N2CCN(S(=O)(=O)c3ccccc3C(F)(F)F)CC2)cc1 | -0.2 | 1 | -1 | 1 | 0.5 | -0.1 | -1.0 | -3 | 2.2 | -0.4 | 1.4
COC(=O)COc1ccc(S(=O)(=O)N2CCN(c3ccc(F)cc3)CC2)cc1 | 2.4 | 14 | -4 | -3 | 0.1 | 0.4 | -1.1 | -1 | -0.1 | -0.1 | 0.7
COc1ccc2[nH]c3c(c2c1)CCN1C(=O)C(CC(=O)NCc2cccc(C(F)(F)F)c2)C[C@H](C(=O)N2CCCCC2)[C@@]31C (stereo not given in full) | -2.9 | -7 | -6 | -1 | 2.1 | -1.4 | -0.8 | -6 | -2.6 | -2.5 | -1.1
O=C(CSc1ncnc2nc[nH]c12)N1CCN(c2ccc(Cl)cc2)CC1 | -2.6 | -6 | -6 | -3 | -1.7 | -1.7 | -2.0 | -3 | -3.4 | 3.8 | -1.3
CCCCC(=O)Nc1cccc(NC(=S)NC(=O)C(C)C)c1 | -1.7 | 2 | -2 | -2 | 0.8 | -0.4 | -1.9 | -3 | -1.8 | -3.0 | -0.4
NNc1nc(-c2ccccc2Cl)nc2ccccc12 | 0.4 | -2 | -2 | -2 | 0.8 | -0.2 | -0.6 | 6 | -1.0 | -1.2 | 1.3
CCOc1cc(CNC(=O)CCCn2c(=O)c3cccn3c3cccnc32)cc(OCC)c1OCC | 4.1 | -1 | 3 | -6 | -3.9 | -0.1 | -1.1 | -8 | -1.2 | 0.9 | -0.7
CCCn1c(CNC(=O)Cc2ccccc2)nc2ccccc21 | 0.1 | -3 | -2 | 0 | -2.0 | -0.1 | -0.4 | -8 | -0.5 | -1.4 | 1.3
CCCC(=O)Nc1ccc(C(=O)NNC(=O)COc2ccc(Br)c(C)c2)cc1 | -1.0 | -10 | 2 | -2 | 0.1 | -0.1 | -1.4 | 4 | -1.3 | -0.8 | 0.5
COc1ccc(-c2nnc(Nc3ccc(CC(N)=O)cc3)c3ccccc23)cc1 | 3.7 | 5 | -4 | 1 | -1.2 | -0.3 | -1.4 | 1 | -4.5 | 0.2 | -1.0
Cc1ccccc1Cc1c(C)nc2nc(SCC(=O)NCc3ccco3)nn2c1C | 0.3 | -5 | 0 | -3 | -1.8 | 0.2 | -1.8 | -11 | -2.4 | 0.5 | 0.9
CC1=NN(C(=O)c2ccccc2C)C(O)(c2ccc(Cl)cc2)C1 (stereo not given) | -1.0 | 2 | 3 | 1 | 0.3 | -0.4 | -0.9 | 12 | -1.8 | -1.6 | 1.4
CC(C1CC1)N(Cc1ccccc1)C(=S)Nc1cccc(C(F)(F)F)c1 (stereo not given) | 1.2 | -5 | -2 | -1 | -2.1 | -0.3 | 0.1 | 1 | -1.9 | -2.1 | 0.3
COc1ccc(Oc2ccccc2/C=N/O)cc1 | -2.1 | 8 | -2 | -2 | -1.9 | -1.3 | -1.3 | 6 | 4.7 | 3.9 | 0.2
O=C(CNC(=O)c1cccc(F)c1)N/N=C/C=C/c1ccccc1 | -0.5 | 2 | -3 | 2 | 0.7 | 1.6 | -1.5 | -6 | -3.1 | -1.9 | 0.4
Cc1cccc(OCC(=O)NCCCNC(=O)c2ccc(C)nc2)c1 | 2.7 | 3 | 0 | -1 | 1.4 | 0.0 | -0.7 | 4 | 0.4 | 0.4 | -0.3
CC(C)c1ccccc1NC(=O)[C@@H]1CCCN1S(=O)(=O)c1cccc2cccnc12 | . | 0 | . | 0 | -2.4 | . | -1.5 | 3 | -4.3 | . | .
Cc1ccc(-c2cc(-c3ccc(F)cc3)nc(N)c2C#N)o1 | 3.4 | 20 | 2 | i | 1.1 | 0.3 | -1.7 | i | -1.6 | -0.9 | -0.3
CCCCOC(=O)NC1(C)CCS(=O)(=O)C1 (stereo not given) | 2.4 | -2 | 4 | 2 | -3.4 | -0.8 | -0.6 | -7 | 0.1 | -1.8 | 0.2
Nc1ccc(C(=O)Nc2ccco2)cc1 | 0.9 | 0 | -5 | -5 | 1.1 | 0.3 | -0.9 | 0 | 3.6 | -1.5 | -1.0
COc1ccc(C(=O)CSc2nnc(-c3ccccn3)n2Cc2ccco2)cc1 | 2.2 | -10 | 0 | -1 | -1.4 | 0.3 | -0.1 | -5 | 0.5 | -2.1 | 0.9
O=C(NCc1cccnc1)c1cc(C2CCCCN2S(=O)(=O)c2cccc3cccnc23)on1 (stereo not given) | 0.5 | 2 | -5 | -3 | 0.3 | 1.0 | -0.4 | -11 | 0.5 | 0.5 | .
Nc1nc(NCC(=O)O)nc(NC2CCCCC2)c1[N+](=O)[O-] | 3.0 | 1 | 4 | 1 | 0.3 | 0.4 | -1.4 | 6 | -1.3 | -0.5 | 0.8
CN1OC[C@@H]2CN(C(=O)C(C)(C)C)[C@H](c3ccc(-n4ccnc4)cc3)C[C@@H]21 | . | -4 | -1 | -1 | 0.1 | 0.2 | -1.3 | -12 | -1.7 | 0.9 | .
COc1ccc(-n2c(=O)c3ccccc3n(CC(=O)NC3CCCC3)c2=O)c(OC)c1 | 0.7 | -1 | 0 | 2 | -0.5 | -0.2 | -1.3 | 3 | -3.8 | -0.3 | 0.2
CN(C)C(=O)CCc1ccc2c3c([nH]c2c1)[C@]1(C)[C@@H](C(=O)N2CCCCC2)C[C@H](CC(=O)NCCCn2ccnc2)C(=O)N1CC3 | -0.7 | 2 | -4 | -2 | 0.0 | 0.0 | -1.5 | -8 | 1.0 | 0.8 | -1.1
Cc1cc(OCC(=O)NCC(O)c2ccccc2)c2c(C)c(C)c(=O)oc2c1 (stereo not given) | 0.4 | -5 | 4 | -32 | -0.1 | -1.8 | -1.1 | -95 | -1.4 | -1.4 | -0.2
Cn1c(=O)c2[nH]c(Cc3ccsc3)nc2n(C)c1=O | -2.5 | 0 | -1 | -11 | -1.4 | -0.2 | -1.4 | -49 | 4.2 | 0.5 | -0.1
O=C(CCCCCn1c(=O)[nH]c2ccccc2c1=O)NCCCN1CCN(c2ccccc2F)CC1 | -0.3 | 3 | -4 | -4 | -2.4 | -2.2 | -2.3 | -13 | -6.1 | 2.0 | -2.8
COCOCCn1cc(CN2CCS(=O)(=O)N(Cc3ccc(-c4ccc(OC)c(OC)c4)cc3)C(C)C2=O)nn1 (stereo not given) | 1.3 | 0 | 1 | -1 | -1.9 | -0.8 | -1.1 | -2 | -0.2 | 0.1 | -0.7
CCOc1ccc(/C=C(\C#N)C(=O)Nc2ccccn2)cc1 | 0.1 | -3 | -2 | -23 | -1.0 | 0.5 | -1.4 | -53 | -1.5 | -1.5 | 0.3
CCOc1ccc(N2C(=O)c3cccnc3C2Nc2ccc(OC)cc2)cc1 (stereo not given) | -2.2 | 4 | -3 | -4 | -0.6 | -1.0 | -1.4 | -7 | 0.3 | -0.2 | 1.3
O=C(COc1nsnc1N1CCOCC1)Nc1ccc([N+](=O)[O-])cc1 | -1.4 | 1 | -2 | -3 | -0.8 | -0.3 | -1.5 | 5 | 0.3 | -0.4 | 0.3
CN1C(=O)NC(c2ccc(O)cc2)C2=C1CN(c1ccccc1)C2=O (stereo not given) | -0.4 | 7 | 2 | -5 | -0.8 | -0.1 | -0.6 | -15 | 0.6 | 1.3 | 0.0
O=C(CSc1nnc(-c2ccccn2)n1Cc1ccco1)c1ccc(-c2ccccc2)cc1 | 3.8 | 15 | -1 | 3 | 3.0 | -0.4 | -0.8 | 6 | -1.8 | -1.2 | 0.5
